FN deposition inh: fibronectin deposition inhibition. AID 743247. 350,000 tested, 0.086% active. inhibition, % at 12.6 µM. AH1F fibroblasts, Alexa488-fibronectin deposition fluorescence, overnight;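 active = mean inhibition across replicates of 30% or more, regardless of how many single replicates reach that level; inconclusive = mean under 30% yet at least half of replicates reach 30%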;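 also: positive control wells lacked labelled fibronectin entirely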
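Assay system: AH1F fibroblasts / Quantity: 10000 cells per well / Medium: DMEM plus 2% serum, read in PBS / Reagent: labelled fibronectin 24 nM / Dosing: single dose, pinned / Times: 1 h cell attachment, overnight exposure to compound and label / Signal: fluorescence, ex 485 nm, em 525 nm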
miR-122 sensor: inhibitors of miR-122 in Huh7 cells. Huh7 miR-122 Renilla luciferase sensor, 48 h; neutral wells = 0, positive control = 100. activation (reporter increase), % at 12.5 µM. 340,000 tested, 0.3% active. AID 602342;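 active = mean replicate activation score at least 90 and every replicate individually at or above 90; inconclusive = only one of the two criteria met; inactive = neither criterion met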;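 also: higher luciferase means less miR-122 activity so hits act as miR-122 inhibitors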
CFTR F508del cor: correctors of CFTR F508del function in bronchial epithelial cells | activity (quench increase), % at 7.58 µM | 350,000 tested, 0.36% active | CFBE cells, YFP halide quenching; stimulated with forskolin plus potentiator P3; % fluorescence drop versus neutral controls;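 active = mean added fluorescence quench of at least 8% versus neutral control, with both replicates also reaching 8%; inconclusive = only one of the mean or replicate conditions met; inactive = mean below 8% and not both replicates reaching 8%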;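 also: cells transiently co-express mutant CFTR-F508del with the halide-sensitive YFP; corrector assay measuring rescue of mutant channel to the surface after 24 h compound exposure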
EWS-Fli inh: EWS/Fli transcriptional activity inhibition | A673 NR0B1-luciferase reporter, viability-normalised | inhibition, % at 12.6 µM | AID 651661 | 350,000 tested, 0.67% active;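 active = mean inhibition of at least 50% after viability correction, with every replicate also passing that limit; inconclusive = mean reaches 50% but only one of two replicates passes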;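 also: firefly luciferase signal divided by Alamar Blue viability fluorescence both relative to DMSO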
INS-1E GSIS act: primary screen for activators of insulin secretion dependent on glucose, INS-1E cells, GLuc reporter luminescence. 370,000 tested, 0.61% active. activation, % at 16.6 µM. INS-1E GLuc reporter insulin secretion, 2-3 h. AID 743287;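 active = lowest replicate activation of at least 40%, so every replicate reaches that level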;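 also: 0% = median of neutral control wells and 100% = median of IBMX positive control wells; some compounds called inactive have numbers as strong as hits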
DENV2 CPE: protects cells from dengue virus 2 cytopathic effect; CPE inhibition, % at 9.99 µM; DENV2-infected cells, cytopathic effect rescue, plate reader; 350,000 tested, 1.7% active; in the data active = CPE inhibition above about 20%, passing the limit was not always enough; inconclusive = no clear call, values can overlap the other calls; tested in BHK-21 cells;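 also: 0% = median of neutral control wells and 100% = median of positive control wells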
PAX8 inh HTS: PAX8 transcriptional activity inhibition. 360,000 tested, 1.2% active. inhibition, % at 12.6 µM. RMG-I TPO-luciferase reporter, SteadyGlo, 24 h;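 active = mean replicate inhibition at least 60% with every replicate also reaching 60%; inconclusive = only one of the two criteria is met; inactive = mean below 60% and not all replicates reaching 60%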;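 also: luciferase light reporting Pax8 driven TPO promoter activity; plate controls were median of neutral control wells for no effect and mitoxantrone controls for full effect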
* hit, by the source's call; ? = inconclusive; nt = not tested or not shown; [ ] = dose if it differs, or a comment.

Compound | FN deposition inh | miR-122 sensor | CFTR F508del cor | EWS-Fli inh | INS-1E GSIS act | DENV2 CPE | PAX8 inh HTS
O=C(O)C1CSC(c2ccc3c(c2)OCO3)N1 (stereo not drawn) | -8 | nt | 0.3 | -45 | -13 | -7 | -46
O=C(CN1CCOCC1)NCC[C@@H]1CC[C@H](NC(=O)Cc2ccccn2)[C@@H](CO)O1 | 4 | nt | -0.4 | 6 | 7 | 23* | 4
O=C(C1CCN(C2CCN(C/C(Cl)=C/c3ccccc3)CC2)CC1)N1CCOCC1 | -8 | 8 | -0.1 | 1 | 0 | 1 | 31
O=C(NCC(=O)N(c1cccnc1)C(C(=O)NCc1ccco1)c1ccccc1)c1ccco1 (stereo not drawn) | 1 | 21 | nt | nt | nt | nt | 1
O=C(COC(=O)[C@@H]1CC(O)CN1S(=O)(=O)c1ccc([N+](=O)[O-])cc1)NC12CC3CC(CC(C3)C1)C2 (stereo partly drawn) | 7 | -2 | -2.1 | 6 | -12 | 8 | 5
Cc1cccc(C)c1NC(=S)NC(C)(C)CO | -4 | nt | 3.4 | 4 | 7 | ? | -5
Cc1cc(C(=O)NNC(=O)CCN2CCN(c3ccccc3)CC2)c2ccccc2n1 | 6 | 0 | -0.3 | -16 | -4 | nt | 20
O=C1CCCCC(=O)[C@H](O)C[C@H](c2ccccc2)O1 | 2 | nt | 0.8 | 2 | 13 | 4 | -11
NC(=O)c1ccc(C(F)(F)F)cn1 | 5 | -8 | 1.5 | 0 | 5 | 0 | -1
CC(C)NC(=O)Nc1ccc2c(c1)C(=O)N([C@@H](C)CO)C[C@@H](C)[C@@H](CN(C)C(=O)Nc1ccc(C(F)(F)F)cc1)OCCCC[C@@H](C)O2 | nt | -9[16.7 µM] | 1.6 | 4 | -5 | 5 | 12
CN(C)CCN(Cc1ccco1)C(=O)c1oc2ccccc2c1NC(=O)COc1ccccc1 | 2 | 51 | -2.3 | 10 | -16 | -9 | 15
O=C(Nc1cccc(S(=O)(=O)NC2=NCCC2)c1)c1ccc(F)cc1F | 6 | 0 | 0.2 | 8 | 8 | 13 | 3
COc1ccc(CNC(=O)N(C)C[C@H]2OCc3ccccc3-c3c(n(C)c4ccccc34)C(=O)N([C@H](C)CO)C[C@H]2C)cc1 | 1 | nt | 2.9 | 5 | -3 | 3 | 14
CCOc1ccccc1CNC(=O)CCCn1ncn2c(cc3occc32)c1=O | -5 | -4 | 0.1 | 0 | 8 | 2 | -3
CN(C)/C=N/c1[nH]ncc1C#N | 1 | -10 | -0.9 | -6 | 5 | -6 | 15
Cn1c(SCc2ccccc2)nnc1-c1ccco1 | -6 | -4 | -0.9 | -39 | -14 | -2 | -38
COc1ccc(-c2ccc(=O)n(Cc3cccc(Cl)c3)n2)cc1 | 8 | 0 | 1.2 | -8 | -4 | 0 | 15
C[C@H]1CN([C@@H](C)CO)S(=O)(=O)c2ccc(-c3ccncc3)cc2O[C@H]1CN(C)Cc1ccccn1 | -1 | -5[16.7 µM] | -0.5 | -14 | 5 | -2 | 5
COc1ccc2c(C)cc(=O)oc2c1 | -10 | -4 | 1.5 | -3 | nt | 4 | -12
O=C(O)c1cc(-c2ccco2)[nH]n1 | -8 | 1 | nt | nt | nt | nt | -2
COc1ccc(N2CCN(C(=O)CCc3ccccc3)CC2)cc1 | 2 | nt | 0.1 | 0 | -6 | -12 | 7
Cc1c(Br)c([N+](=O)[O-])nn1CC(=O)NCc1ccccc1 | 1 | -5 | -2.4 | 1 | 13 | -2 | 13
COc1ccc(S(=O)(=O)N2CCCCCC2)cc1C(=O)N(C)CC(=O)Nc1cc(C)ccc1C | -4 | nt | 1.5 | 9 | nt | ? | nt
Cc1ccc(NC(=O)c2cccc(S(=O)(=O)N(C)C3CCCCC3)c2)nc1 | 1 | 5 | -1.2 | 4 | -18 | -10 | 15
O=C(Nc1ccccc1)N1CCCCN2[C@H](CO)[C@@H](c3ccc(Br)cc3)[C@@H]2C1 | nt | 42[16.7 µM] | -0.8 | -4 | -22 | -8 | -9

Next part.
Compound | FN deposition inh | miR-122 sensor | CFTR F508del cor | EWS-Fli inh | INS-1E GSIS act | DENV2 CPE | PAX8 inh HTS
Cc1ccc(OC(C)C(=O)N=Nc2c(O)[nH]c3ccc([N+](=O)[O-])cc23)cc1 (stereo not drawn) | 6 | -17 | nt | nt | -19 | nt | 10
O=C(NCCCc1ccccc1)c1cncc(Br)c1 | -3 | nt | 3.7 | -39 | -15 | ? | 2
CCN1C(=O)N(CC)C2C1N(CO)C(=O)N2CO (stereo not drawn) | -1 | nt | 0.4 | -5 | 21 | 1 | 9
CSc1ccc(C2CC(=O)Nc3nc(SC)[nH]c(=O)c32)cc1 (stereo not drawn) | 0 | nt | 0.7 | 13 | 0 | 0 | -1
CCOc1ccccc1-c1nnc(SCC(=O)NC2CC2)n1CC | nt | -4 | -1.5 | nt | 18 | -10 | 13
O=C(NCc1cccnc1)c1ccc(CS(=O)(=O)c2ccc(Br)cc2)o1 | 18 | -8 | -2.8 | 1 | -6 | -5 | 12
Cc1cc(C(=O)N2CCCC(N3CCN(c4cccc(C(F)(F)F)c4)CC3)C2)c(C)o1 (stereo not drawn) | -9 | nt | -0.2 | 10 | 14 | nt | -49
O=C(NNC1=NCCC1)c1cccc(S(=O)(=O)N2CCCCC2)c1 | 13 | -11 | -1.5 | 4 | -18 | -1 | 7
Fc1ccc(C2c3cccn3CCN2C(=S)Nc2cccc(Br)c2)cc1 (stereo not drawn) | -10 | -2 | nt | 2 | 4 | -5 | -5
O=C(NCc1ccccn1)c1c(O)c2c([nH]c1=O)CCCC2 | nt | -7 | -1.9 | 3 | -4 | -2 | nt
CSc1ccc(/C=N/NC(=O)CN2CCN(Cc3ccccc3Cl)CC2)cc1 | -3 | -5 | nt | nt | 19 | nt | 11
COc1ccc(C(=O)OCC(=O)c2ccc[nH]2)c(OC)c1 | -9 | -2 | -0.1 | -101 | 4 | 6 | -105
Cc1cc(C)n(-c2ccc(NC(=O)C3CCCCN3C(=O)c3occc3C)cc2)n1 (stereo not drawn) | 7 | -3 | -6.4 | nt | -10 | 14 | -14
O=C(CSc1ccc2ccccc2n1)NCc1ccc2c(c1)OCO2 | 4 | nt | -1.0 | 2 | 3 | -1 | 11
O=C(NCc1ccc(-c2csnn2)cc1)c1cccs1 | 9 | nt | -1.2 | 4 | 0 | -2 | 12
C/C(Cn1cnc([N+](=O)[O-])n1)=N\NC(=O)c1ccc(F)cc1 | 1 | -4 | nt | nt | nt | nt | -20
Cc1cc(C)c(-n2c(SCC(=O)N3CCOCC3)n[nH]c2=O)c(C)c1 | -5 | -2 | 3.1 | 9 | -4 | 16 | -9
C[C@H](NC(=O)C[C@H]1CC[C@@H]2[C@H](COC[C@H](O)CN2Cc2cc(F)ccc2F)O1)c1ccccc1 | -9 | -1[16.7 µM] | 0.2 | 1 | -6 | 0 | 0
CCOC(=O)Cc1csc(NC(=O)C(CC(C)C)NC(=O)C2CCCCC2)n1 (stereo not drawn) | 8 | 5 | -0.8 | 10 | -21 | -1 | 0
COc1cccc(-c2csc(N3CCN(C(=S)Nc4ccc(Cl)cc4)CC3)n2)c1 | nt | 2 | nt | nt | -5 | -1 | nt
CCc1cc2c(=O)oc(-c3ccc(Br)cc3)nc2s1 | -2 | 6 | 1.2 | -7 | -26 | -5 | -27
O=C(C1CCN(Cc2ccc(Cl)cc2)CC1)N1CCN(C(c2ccccc2)c2ccccc2)CC1 | -4 | nt | nt | nt | -24 | nt | 22
CN(C(=O)COC(=O)CNC(=O)CNC(=O)c1ccc(Cl)cc1Cl)c1ccccc1 | -7 | nt | 0.2 | 2 | -5 | -1 | 2
CCOc1ccc(N/C(N)=N/c2nc(C)cc(C)n2)cc1 | 2 | -5 | 3.1 | 14 | 8 | 6 | 13
COc1ccc(S(=O)(=O)Nc2ccc3c(c2)C(=O)N([C@H](C)CO)C[C@H](C)[C@@H](CN(C)C(=O)Nc2ccc4c(c2)OCO4)OCCCC[C@@H](C)O3)cc1 | -5 | 4[16.7 µM] | 0.3 | -10 | 6 | 0 | -7

(cont.)
Compound | FN deposition inh | miR-122 sensor | CFTR F508del cor | EWS-Fli inh | INS-1E GSIS act | DENV2 CPE | PAX8 inh HTS
O=C(C1CCOCC1)N1CC2(C1)[C@H](c1ccccc1)[C@@H](CO)N2Cc1ccccc1F | -3 | nt | 1.0 | 10 | -9 | 4 | -7
O=C(NCc1ccccn1)c1cc(-c2ccc(Br)cc2)nc2ccccc12 | 0 | 32 | 1.5 | -14 | 10 | 1 | -3
Cc1cc(N(C)NC(=S)Nc2ccccc2)nc(C)n1 | 4 | nt | -0.5 | -2 | -8 | 1 | 6
Cc1ccccc1S(=O)(=O)NCC[C@@H]1CC[C@@H](NC(=O)C2CC2)[C@@H](CO)O1 | 2 | nt | 2.9 | -5 | 11 | -2 | -19
O=C(Nc1ncc(Cc2cc(Cl)ccc2Cl)s1)c1ccc([N+](=O)[O-])cc1 | -3 | -4 | nt | nt | -21 | nt | 21
CN(C)S(=O)(=O)N(Cc1ccc(Br)cc1)c1ccccc1 | 2 | -1 | nt | nt | -23 | nt | nt
C[C@H]1CN([C@@H](C)CO)C(=O)Cc2cc(NC(=O)Nc3ccc4c(c3)OCO4)ccc2O[C@H]1CN(C)C(=O)Nc1ccc2c(c1)OCO2 | nt | 3[16.7 µM] | -0.7 | -3 | nt | 8 | -3
COC(=O)[C@]12CCCCC=C1N(Cc1ccc(Cl)cc1Cl)C(=O)[C@H](CC(=O)N1CCN(C(=O)C3CC3)CC1)C2 | 8 | nt | -2.0 | 2 | -19 | -4 | -8
COc1nccnc1NS(=O)(=O)c1ccc(NC(=S)NC(=O)c2ccc(F)cc2)cc1 | 8 | 2 | nt | nt | 16 | nt | -1
COc1ccc(CN2CCN(C(C)C(=O)NC(C)c3ccc(F)cc3)CC2)cc1F (stereo not drawn) | -2 | -2 | -0.7 | 9 | 12 | -3 | 1
O=S(=O)(/C=C/c1ccccc1)Nc1cccc(S(=O)(=O)NC2=NCCC2)c1 | -11 | nt | 2.9 | -5 | -4 | 3 | -1
O=C(CN1CCN(S(=O)(=O)N2CCCCCC2)CC1)Nc1cc(Cl)ccc1Cl | -12 | 1 | -1.2 | 1 | 8 | 2 | 19
Cc1ccc(Nc2nc3ccccc3nc2Nc2c(C)n(C)n(-c3ccccc3)c2=O)cc1 | -6 | nt | -0.5 | 5 | 5 | -4 | -16
Cc1ccc(NC(=O)CCc2nc3ccccc3[nH]2)cc1C | 10 | 0 | -0.1 | -4 | -5 | 0 | -15
COc1ccccc1S(=O)(=O)N[C@@H]1CC[C@@H](CC(=O)N2CCOCC2)O[C@@H]1CO | nt | nt | -1.8 | 4 | 11 | -1 | -5
Cn1cc(-c2csc(C(O)c3ccc(F)c(F)c3)n2)cn1 (stereo not drawn) | 3 | -1 | 1.2 | -1 | 1 | 4 | 6
Clc1ccccc1-c1nc2nc3ccccc3nc2n1-c1ccc2c(c1)OCO2 | -7 | 2 | -0.9 | -3 | -4 | 17 | 14
COc1ccc(C2CCCN2C(=S)Nc2ccccc2C)cc1OC (stereo not drawn) | 0 | -17 | 0.0 | -5 | 35 | 1 | -16

Grouped by structure, those above containing a COOH group (2)
Compound | FN deposition inh | miR-122 sensor | CFTR F508del cor | EWS-Fli inh | INS-1E GSIS act | DENV2 CPE | PAX8 inh HTS
O=C(O)C1CSC(c2ccc3c(c2)OCO3)N1 (stereo not drawn) | -8 | nt | 0.3 | -45 | -13 | -7 | -46
O=C(O)c1cc(-c2ccco2)[nH]n1 | -8 | 1 | nt | nt | nt | nt | -2
